# Screening data deposited in PubChem by National Center for Advancing Translational Sciences (NCATS).
# Lipid storage S3 = qHTS Assay for Lipid Storage Modulators in Drosophila S3 Cells. Drosophila S3 cells, BODIPY lipid droplet fluorescence, 18-24 h; cells fed with added oleic acid. Potency in µM for hits, for the others lipid storage change, negative = inhibition, % at the top dose, mostly 46.1 µM. actives 0.64% (n = 320,000); active = well fitted inhibition curve with a large enough effect in the signal ratio, with a control signal flat, not every such curve was filed as active; inconclusive = small, poorly fitted or top-dose-only effect, or effect the other way, or a change in a side signal; the % refers to the signal ratio
#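 Drosophila S3 cells loaded with oleic acid (400 uM, as added) and compounds at several concentrations; lipid droplets imaged by 488-nm laser-scanning cytometry, 500–530 nm intensity and object ratio to cell channel. Percent activity normalized to 20 uM Triacsin C.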
# Lipid storage S3 cell count max = recorded beside Lipid storage S3, whose call it bears; cell number change, %; measured here: cell count max response;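 cells counted by Cell Tracker Red CMTPX staining in the red channel; peak over a dose series mostly up to 46.1 µM; percent activity relative to internal control wells on each plate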
# Numbers without * were called inactive; i = inactive; ? = inconclusive; · = not tested or not shown. % is set by controls: 0 for no effect and ±100 for the full control effect; potency is the fitted concentration of half-maximal effect. Only part of the results is shown (hit frequency here may not be typical).
SMILES,Lipid storage S3,Lipid storage S3 cell count max
Cc1nc(C(=O)N2CCCC(N3CCN(c4ccccc4C)CC3)C2)cs1 (stereo not given),?,·
O=C(Nc1ccc(S(=O)(=O)N2CCCC2)cc1Cl)C1=COCCO1,?,·
COc1ccc(N(CC(=O)N2CCC(C)CC2)S(=O)(=O)c2c(C)nn(C)c2C)cc1,?,·
CCCCCCn1c(=O)[nH]c2nc3cc(N)c(C)cc3nc2c1=O,?,·
S=c1[nH]nc(CN2CCCCC2)n1-c1ccc(Cl)cc1,?,·
COc1ccc(C(C)=O)cc1COc1cccc2cccnc12,?,·
O=C(Nc1ccc(F)cc1)N(Cc1ccco1)Cc1cc2cc3c(cc2[nH]c1=O)OCO3,?,·
CCn1nc(C)c(Br)c1Nc1ccc(Br)cc1,?,·
COC(=O)c1cnc(N2CCCN(S(=O)(=O)c3ccccc3)CC2)nc1C(F)(F)F,3%,·
CN(c1ccc(C(=O)O)cc1)S(=O)(=O)c1ccccc1,?,·
Cc1ccc(S(=O)(=O)/N=C(\N)Nc2nc(C)c3ccc(C)cc3n2)cc1,?,·
CCOC(=O)NC(=O)COC(=O)c1ccc(O)cc1,?,·
O=C(CN1C(=O)C2CC=CCC2C1=O)Nc1ccc(S(=O)(=O)NC2=NCCCCC2)cc1 (stereo not given),2%,-2
CC(=O)Oc1ccc2c(C)c(CC(C)O)c(=O)oc2c1 (stereo not given),?,·
CCC(C)(C)NC(=O)C(c1ccc(OC)cc1)N(C(=O)CCC(=O)Nc1cc(C)on1)c1ccccc1OC (stereo not given),?,·
CCOc1ccc(N(CC(=O)NC2CCCCCC2)S(=O)(=O)c2c(C)[nH]c(=O)[nH]c2=O)cc1,?,·
COc1ccc(NC(=O)CN2C(=O)C(C)Oc3ccccc32)cc1 (stereo not given),?,·
CC(C)(CC(=O)O)CC(=O)O,?,·
Cc1ccc(S(=O)(=O)/N=S(\C)C(C)C)cc1 (stereo not given),?,·
Cc1ccc(S(=O)(=O)n2cnc3cc([N+](=O)[O-])ccc32)cc1C,-12%,-12
CCN(CC)CCN(C(=O)C1=COCCO1)c1nc2c(OC)ccc(OC)c2s1,?,·
CCN(C(=O)COC(=O)Cn1cnc2c1c(=O)n(C)c(=O)n2C)C1CCS(=O)(=O)C1 (stereo not given),-1%,·
CCCCN1CCc2c1nc1ccc(Br)cc1c2N,?,·
N#CCCN(CCC#N)c1nncs1,25%,9
Cc1ccc(-c2csc3nc4cc(C(=O)NC5CCC(O)CC5)ccc4c(=O)n23)cc1 (stereo not given),-9%,-7
O=C(O)c1ccc2c(c1)C(=O)N(C(Cc1ccccc1)C(=O)O)C2=O (stereo not given),-12%,11
CCOc1ccc(CCNC(=O)c2nccnc2C(=O)O)cc1OCC,0%,21
O=C(Oc1ccc(F)cc1)c1ccc2c(=O)n3c(nc2c1)CCC3,?,·
O=S(=O)(NC1=NCCCCC1)c1ccccc1Cl,?,·
Cc1ccc(N=C2NC(=O)/C(=C/c3cccn3C)S2)c(C)c1,-5%,-6
CC(Sc1nnc(-c2ccccc2F)o1)C(=O)Nc1ccc(N2CCOCC2)cc1 (stereo not given),?,·
Cc1cc(NC(=O)c2ccccc2F)nc2c1c(=O)oc1ccccc12,0%,8
O=C1CCC(C(=O)Nc2ccccc2)N1 (stereo not given),0%,7
CN1CCC(NCCC(c2ccc(F)cc2)c2ccc(Cl)cc2)CC1 (stereo not given),i,-14
Clc1ccc(C2[C@H]3CN(Cc4ccc(-c5ccccc5)cc4)[C@H](c4ccccc4)C34CC2(c2cccnc2)C4)cn1 (stereo not given in full),?,·
O=C(NC1CC1)C1CCN(C2CCN(C(=O)c3ccc4cccc(F)c4n3)CC2)CC1,?,·
COc1ccc(C(=O)NCCCNC(=O)c2ccccn2)cc1,9%,·
C=CCN(CC(=O)NC1CCS(=O)(=O)C1)S(=O)(=O)c1ccccc1C(F)(F)F (stereo not given),?,·
Cc1ccc(N)cc1O,?,·
Cc1nnc(C)n1/N=C/c1cccc([N+](=O)[O-])c1,?,·
CC(C)Oc1ccccc1C1CC(=O)Nc2c1c(=O)n(C)c(=O)n2C (stereo not given),8%,9
Cc1ccsc1/C=C/c1ccc2ccccc2n1,-10%,0
CCCCn1c(=O)c2c(c3ccccc31)OCC(=O)N2,13%,2
O=C(NCc1ccc(F)cc1)c1ccc(N2CCc3ccccc32)c([N+](=O)[O-])c1,?,·
Cc1cccn2c(=O)nc(SCC(=O)NCc3ccc(F)cc3)nc12,?,·
CCN(CC)S(=O)(=O)c1ccc(N2CCOCC2)c(NC(=O)CNCCc2ccccc2)c1,?,·
CC(=O)c1ccc(N2CCN(C(=S)Nc3ccc(Cl)c(Cl)c3)CC2)cc1,7%,1
CC(C)CC(=O)NS(=O)(=O)c1ccc(NS(C)(=O)=O)cc1,12%,5

# Arranged by number of heavy atoms (rising): 3 of the compounds above
SMILES,Lipid storage S3,Lipid storage S3 cell count max
O=C(Oc1ccc(F)cc1)c1ccc2c(=O)n3c(nc2c1)CCC3,?,·
CCOc1ccc(CCNC(=O)c2nccnc2C(=O)O)cc1OCC,0%,21
CCN(CC)CCN(C(=O)C1=COCCO1)c1nc2c(OC)ccc(OC)c2s1,?,·

# Next entries follow.
SMILES,Lipid storage S3,Lipid storage S3 cell count max
CCOC(=O)N1CCN(CC(=O)Nc2ccc(C)cc2)CC1,?,·
CCOc1ccc(N2CC(C(=O)NCc3ccccn3)CC2=O)cc1 (stereo not given),?,·
Cc1ccc(-c2nc3sc(C#N)c(N)n3c(=O)c2C#N)cc1,?,·
COc1ccc(NC(=S)NC2CC3CCC(C2)N3Cc2ccco2)cc1 (stereo not given),1%,-5
CCN(C(=O)[C@@H]1CCCN1C(=O)c1cccs1)c1nc2cc(Cl)ccc2s1,?,·
O=C(COC(=O)C1=COCCO1)NC1CCCCCCC1,?,·
Cn1c(O)c(/C=N/NC(=O)c2cc3ccccc3cc2O)c2ccccc21,?,·
Cc1ccccc1CS(=O)(=O)c1nnc([C@H](CC(C)C)NC(=O)OC(C)(C)C)o1,?,·
Cc1ccccc1N(CC(=O)NC1CCCCC1)C(=O)CCCC(=O)Nc1ccccn1,i,1
CCOc1ccc2nc(SCC(=O)N3CCN(C(=O)c4ccco4)CC3)sc2c1,?,·
CCN(CC)C(=O)Cn1c(C)c(/C=C/c2cc[n+](C)cc2)c2ccccc21,?,·
S=C(NC1CCCC1)N1CCN(c2ncccn2)CC1,?,·

# Grouped by structure, the compounds so far with a furan ring, fused or not (3)
SMILES,Lipid storage S3,Lipid storage S3 cell count max
O=C(Nc1ccc(F)cc1)N(Cc1ccco1)Cc1cc2cc3c(cc2[nH]c1=O)OCO3,?,·
COc1ccc(NC(=S)NC2CC3CCC(C2)N3Cc2ccco2)cc1 (stereo not given),1%,-5
CCOc1ccc2nc(SCC(=O)N3CCN(C(=O)c4ccco4)CC3)sc2c1,?,·

# Remaining list, next part:
SMILES,Lipid storage S3,Lipid storage S3 cell count max
O=C(c1cccc(C(=O)N2CCN(c3ccccc3F)CC2)n1)N1CCN(c2ccccc2F)CC1,3%,2
O=C(NC1CCN(S(=O)(=O)c2ccccc2F)CC1)c1ccco1,?,·
CC(C)OC(=O)CSc1nnc2c3ccccc3n(C)c2n1,?,·
CCCc1ccc(-c2ccc(C(=O)O)cc2)nc1,27%,·
Cn1cc(Br)c(C(=O)NNC(=O)c2ccc(Cl)cc2)n1,?,·
CN1C(=O)NC(c2ccc(O)cc2)C2=C1CN(c1ccc(O)cc1)C2=O (stereo not given),?,·
Cc1onc(-c2ccccc2)c1C(=O)Nc1nc2c(s1)CCCC2,?,·
O=C(OCCN=C1NS(=O)(=O)c2ccccc21)C1CC(=O)N(c2ccc3ccccc3c2)C1 (stereo not given),?,·
C(=N\Nc1nc(N2CCOCC2)nc(N2CCOCC2)n1)/c1ccco1,?,·
Cc1csc(NC(=O)CSc2nnc3ncccn23)n1,-3%,3
Clc1ccc(-c2c[n+]3c(n2-c2ccccc2)SCC3)cc1,?,·
CCOc1ccccc1-c1nc(-c2cccc(Br)c2)no1,?,·
O=C(Nc1ccc2c(c1)CCC2)c1ccccc1,1%,-17
Cc1cc(C)cc(N(CC(=O)NCCSCc2ccco2)S(C)(=O)=O)c1,18%,6
Cc1cc(NS(=O)(=O)c2cn(C)nc2C)no1,?,·
O=C(NCc1ccc(F)cc1Cl)C1CCN(S(=O)(=O)N2CCC3(CC2)OCCO3)CC1,-14%,15
Cc1nc2cc(-c3ccc(Cl)cc3)nn2c(NCCN(C)C)c1C,?,·
CC(OC(=O)c1ccco1)C(=O)Nc1ccc(C(F)(F)F)cc1 (stereo not given),0%,-8
O=C(NNS(=O)(=O)c1ccc([N+](=O)[O-])cc1)c1ccc([N+](=O)[O-])cc1,10%,25
COc1ccc(C(=O)COC(=O)CCc2nc3ccccc3[nH]c2=O)cc1Br,?,·
CCCN1C(=O)CSC1=Nc1ccccc1,?,·
COc1cc(-c2noc(C)c2C#Cc2ccccn2)cc(OC)c1OC,?,·
CC(=O)N1CCN(c2ccccc2NC(=O)COc2ccccc2C)CC1,0%,13
O=C(NCCCNC(=O)c1cc(Cl)ccc1Cl)c1ccco1,?,·
O=C(CSc1nc2ccccc2o1)N1CCN(C(=O)c2ccco2)CC1,?,·
Cn1c(C(=O)NCC2CCCO2)cc2oc3ccccc3c21 (stereo not given),0.58µM*,-14*
CC(C)OC(=O)NCCOC(=O)Nc1ccccc1Cl,1%,0
CCOc1ccc(NC(=O)c2sc(NC(C)=O)c(C(=O)OC)c2C)cc1,?,·
Cc1ccc(C)c(NC(=O)CN(C)C(=O)Cc2ccccc2)c1,3%,0
O=C(Nc1ccc2c(c1)OCO2)c1cccc2c1C(=O)N(C1CCCCC1)C2,-14%,-10
CCN(CC)S(=O)(=O)c1ccc(/C=C/C(=O)OCC(=O)c2c(N)n(C)c(=O)n(C)c2=O)cc1,i,·
Cc1ccc[n+](CC(=O)Nc2ccc(C)c(C)c2)c1,?,·
COc1ccccc1/C=N/OCc1ccc(C#N)cc1,19%,2
Cc1ccc(CSCc2ccc(C(=O)NC3CCCC3)o2)cc1,3%,1
CC1CCN(CCCNC(=O)c2cn(C)c3ccc(S(=O)(=O)N4CCCC4)cc3c2=O)CC1,?,·
Cc1ccc(N=Cc2ccc(N(C)C)cc2)cc1C,1%,27

# Exported bar-delimited: entries from further up.
canonical_smiles | Lipid storage S3 | Lipid storage S3 cell count max
Cc1ccc(C)c(NC(=O)CN(C)C(=O)Cc2ccccc2)c1 | 3% | 0
COc1ccccc1/C=N/OCc1ccc(C#N)cc1 | 19% | 2
Cc1ccc(CSCc2ccc(C(=O)NC3CCCC3)o2)cc1 | 3% | 1
O=C(CSc1nc2ccccc2o1)N1CCN(C(=O)c2ccco2)CC1 | ? | ·

# The list goes on.
SMILES,Lipid storage S3,Lipid storage S3 cell count max
O=C(Nc1ccc(N2CCOCC2)cc1)c1ccc(Cl)c(S(=O)(=O)N2CCCCC2)c1,10%,-16
Clc1ccc(OCc2noc(-c3ccsc3)n2)c(Cl)c1,8%,4
Cc1ccc(S(=O)(=O)N2CCOCC2)cc1NC(=O)COc1ccc(-c2nnco2)cc1,?,·
C=CCNC(=O)c1cc2sccc2n1C,2%,12
CC(=O)Nc1ccc(NS(=O)(=O)c2cccc3nonc23)cc1,?,·
O=C(NC1CC1)C1=C[C@H](c2ccccc2)C[C@H](OCc2ccc(CO)cc2)O1,-7%,·
O=C(NN=C1CCCCCC1)c1cc2ccccc2cc1O,1%,34
O=C(/C=C/Nc1ccc(Cc2ccc(N/C=C/C(=O)C(F)(F)F)cc2)cc1)C(F)(F)F,?,·
CCOC(=O)N1CCN(C(=O)CN(c2cc(C(F)(F)F)ccc2Cl)S(C)(=O)=O)CC1,0%,-2
C=CCN1C(=O)C(CC(=O)O)SC1=Nc1ccc(C(=O)O)cc1 (stereo not given),?,·
Cc1ccc(C)c2[nH]c(=O)c(CN(Cc3ccco3)C(=O)Nc3ccccc3)cc12,?,·
O=C(NCCC1=CCCCC1)C1COc2ccccc2O1 (stereo not given),?,·
CC1CN(C(=O)CCC(=O)NCCCN2C(C)CCCC2C)c2ccccc2O1 (stereo not given),21%,18
Cc1cccc(NC(=O)c2cccc(C(=O)Nc3cccc(C)n3)c2)n1,?,·
O=C(Nc1ccc(Nc2ccccc2)cc1)c1cc([N+](=O)[O-])ccc1Cl,?,·
COCCn1cnc2c1c(=O)n(Cc1ccccc1C#N)c(=O)n2Cc1ccccc1,?,·
O=C1CCC(C(=O)N2CCCC(C(=O)c3ccc4ccccc4c3)C2)=NN1 (stereo not given),?,·
COc1cccc(OCCOc2ccc(/C=C3\C(=N)N4N=C(S(C)(=O)=O)SC4=NC3=O)cc2OC)c1,?,·
c1ccc(-c2csc3ncnc(NCCN4CCOCC4)c23)cc1,-16%,-69
CC(NS(=O)(=O)c1ccc(Cl)c(Cl)c1)C(=O)OCC(=O)N1CCCCCC1 (stereo not given),3%,12
Cc1nn(C)cc1C(N)=O,?,·
COc1cccc(C(C(=O)NC2CCCC2)N(C(=O)c2ccco2)c2ccc(C(C)=O)cc2)c1OC (stereo not given),?,·
Cc1cccc(Sc2nc(-c3ccccc3)ccc2C#N)c1,?,·
Cc1cc(C)n(-c2nc3ccccc3c(=O)n2OCC(=O)OCc2ccccc2)n1,?,·
CC(=O)N1CCN(CC(O)COc2ccc(S(=O)(=O)N3CCOCC3)cc2)CC1 (stereo not given),?,·
C=CCN1C(=O)c2ccc(C(=O)NCCOc3ccccc3F)cc2C1=O,i,·
Cc1ccc(-c2csc(-c3c[nH]c4ccccc34)n2)c(C)c1,?,·
O=C(NNC1=NC2(CCCC2)Cc2ccccc21)c1ccncc1,0%,-2
CSc1nc2c(c(=O)n1C)SC(C)C2 (stereo not given),?,·
